AID2073: inhibitors of Mint1-CaV2.2 protein interaction, biochemical, HTRF (AID 2073); HTRF protein-protein interaction, Mint1-CaV2.2; higher % means a stronger effect; one-dose inhibition, % at 20 µM; IC50 in µM for titrated hits; actives 0.19% (n = 290,000); in the data active means inhibition mostly above about 51%, no sharp cut-off; inconclusive means no clear call, values can overlap the other calls; inactive means mostly below about 53%; further: some results filed as inactive read as strong as hits
WT yeast gro inh: growth inhibition of WT yeast, mitochondrial fusion screen | mitochondrial fusion phenotypic screen, WT strain | inhibition, % at 10 µM | actives 2.1% (n = 190,000) | AID 1362; in the data active means inhibition above about 58%; tested in S. cerevisiae
Insulin prom up: MIN6 insulin promoter up-regulation; MIN6 insulin promoter-GFP reporter, high-content imaging; active compounds read high; z-score at 5 µM; actives 0.3% (n = 190,000);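 active means z-score above 3 at 5 µM with at least 500 cells counted in the well; inconclusive means wells under 500 cells, flagged as cytotoxic or low count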
HIV fusion peptide: cell-free HIV fusion peptide-binding blockers – biochemical, uHTS, fluorescence dequenching, primary screen (AID 1986); cell-free peptide binding, fluorescence dequenching, 30 min; higher % means a stronger effect; inhibition, % at 20 µM; hits with a dose series show IC50 in µM; actives 0.3% (n = 290,000); in the data active means inhibition mostly above about 52%, no sharp cut-off; inactive means mostly below about 76%; further: some results filed as inactive read as strong as hits
Dynein cargo inh: blocks dynein driven cargo transport along microtubules. actives 0.47% (n = 220,000). AID 1381. z-score, hits read low. 3617.4 mouse cells, GR-EGFP nuclear translocation imaging; test concentration mostly 20 µM; stimulated with dexamethasone, 1 µM; active compounds read low;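 active means plate z-score of nuclear minus cytoplasmic receptor signal below a set negative limit, without overly bright fluorescence or cell loss, cut at about -3.5 in these data, passing the limit was not always enough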;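 further: z-score of nuclear minus cytoplasmic ring GR-EGFP intensity difference per well; some compounds called inactive have numbers as strong as hits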
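Buffer or medium: tetracycline-free induction medium containing charcoal-stripped FBS / Reagent: dexamethasone agonist, 1.0 µM final, for 30 min / Technique: automated 10x imaging of fixed Hoechst-stained cells / Times: induction 48 h, compound 1 h, agonist 30 min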
b-catenin transl: beta-catenin nuclear translocation modulation | HeLa beta-catenin nuclear translocation, immunofluorescence imaging | nuclear translocation activity, % at 5 µM | actives 0.3% (n = 190,000) | AID 1665;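 active means nuclear translocation activity above 50% at 5 µM, with a well cell count of 50 or more; inconclusive means wells under 50 cells across six images, flagged as toxic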;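 further: per-cell ratio of nuclear to cytoplasmic median beta-catenin stain intensity; plate controls were DMSO negative control for no effect and GSK-3 inhibitor IX positive control for full effect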
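Signal – beta-catenin immunofluorescence imaging with DAPI · Test system – human HeLa cell line · Dosing – 5 µM primary single dose, 0.1% DMSO, 0.02–20 µM confirmation series · Measure – % activation, nuclear-to-cytoplasmic median beta-catenin signal ratio per cell · Incubation – 24 h compound exposure at 37°C, 5% CO2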
Yfh1-off respiration: mitochondrial function rescue without frataxin homolog – Friedreich's ataxia, plus single-dose screen, dose response (AID 1465); S. cerevisiae Yfh1-off respiration, WST-1 reduction, 72 h; higher fold induction means a stronger effect; one-dose fold induction at 50 µM; EC50 in µM for titrated hits; actives 0.074% (n = 220,000);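 active means fold induction of absorbance versus untreated yeast above a set limit, then at least 30% activation at any dose in follow-up; inconclusive means repeats straddling the limit, or above it without dose testing; inactive means fold induction below the set limit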;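 further: activators that raise dye reduction in frataxin-depleted yeast; strong numbers were not always called active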
Autophagy HCS: modulators of autophagy. MEF GFP-LC3 puncta imaging; test concentration mostly 10 µM. calls only at 10 µM (by protocol). actives 0.98% (n = 190,000);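 active means percentage of spot-positive cells more than 3 SD above its plate mean, without a fluorescence outlier flag or 80% toxicity; inconclusive means no clear call, values can overlap the other calls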;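 further: spot-positive cell cutoff set from DMSO-treated cells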
MT stabilizer: microtubule stabilizers in HeLa cells. % tubulin-high responders, % at 10 µM. actives 0.83% (n = 200,000). AID 2205. HeLa tubulin immunostaining HCS, 24 h; share of cells brighter than vehicle mean+2SD;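 active means plate Z-score above 3 for both tubulin-high and condensed-nucleus cell shares, with cell loss under 80%, at 10 µM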;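 further: anti alpha tubulin signal scored within the nucleus-defined area of each cell; some results filed as inactive read as strong as hits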
WT yeast gro inh mutant strain: second read-out of WT yeast gro inh, no call of its own (marks repeat the call); inhibition, %; mitochondrial fusion phenotypic screen, mutant strain inhibition
Dynein cargo inh cytoplasmic EGFP: also measured in Dynein cargo inh; calls as there; z-score; measured here: cytoplasmic GR-EGFP intensity; active compounds read high
Dynein cargo inh nuclear GR-EGFP: recorded beside Dynein cargo inh, whose call it bears; z-score; measured here: nuclear GR-EGFP intensity;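 lower value marks the stronger effect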
Dynein cargo inh cell count: recorded beside Dynein cargo inh, whose call it bears; z-score; measured here: cell count per field
Insulin prom up cell count: also measured in Insulin prom up; calls as there; cell count; measured here: cytotoxicity, nuclei count;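 total cells summed across four imaged fields per well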
b-catenin transl cell count 5 µM: second read-out of b-catenin transl, no call of its own (marks repeat the call); cell count; measured here: cell count, cytotoxicity flag
MT stabilizer Hoechst-high %: also measured in MT stabilizer; calls as there; % Hoechst-high responders; measured here: nuclear condensation Hoechst responders;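 share of cells brighter than vehicle mean plus two SD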
MT stabilizer cytotoxicity %: further read-out of MT stabilizer, marked with its call; toxicity, %; measured here: cytotoxicity by cell density;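 0% = mean cell density of plate MIN control wells and 100% = no cells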
Autophagy HCS cell loss 18 h: also measured in Autophagy HCS; calls as there; toxicity, %; measured here: cell loss, nuclei count;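 cell loss after 18 h compound exposure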
* = called active by the depositor; i = inactive; ? = inconclusive; nt = not tested or not shown. Outcome played no part in choosing rows; 4.2% or so of the library scored in one or more.

Compound	Dynein cargo inh nuclear GR-EGFP	MT stabilizer Hoechst-high %	Yfh1-off respiration	b-catenin transl cell count 5 µM	Insulin prom up cell count	Autophagy HCS	Dynein cargo inh cytoplasmic EGFP	WT yeast gro inh mutant strain	WT yeast gro inh	MT stabilizer	Dynein cargo inh	Dynein cargo inh cell count	AID2073	HIV fusion peptide	Autophagy HCS cell loss 18 h	b-catenin transl	Insulin prom up	MT stabilizer cytotoxicity %
O=C(NNC(=S)NCC1CCCO1)c1ccc(S(=O)(=O)N2CCOCC2)cc1 (stereo not drawn)	-0.41	2.1	i	1045	592	i	-0.31	-18	-13	4.0	-0.89	1	-16%	0.2%	-9	-0.8	0.79	10
CC(C)C(=O)Nc1nnc(-c2ccco2)s1	0.088	nt	i	1405	1098	nt	-0.16	nt	nt	nt	-1.1	0.14	-10%	1.0%	nt	-0.3	-0.17	nt
CCOc1ccccc1NC(=O)COn1nnc2ccc(Cl)cc21	0.11	1.8	i	820	1198	i	-0.084	49	24	2.9	0.35	-1.1	12%	-2.4%	-3	-2.1	0.84	2.5
O=C(Cn1nnc2ccccc2c1=O)NCC1CCC(C(=O)O)CC1 (stereo not drawn)	-0.0018	nt	i	1364	1146	nt	-0.21	nt	nt	nt	-0.28	0.18	-8%	0.7%	nt	0.0	-0.24	nt
CC(C)(C)NS(=O)(=O)c1ccc(NC(=O)c2cc(-c3ccccc3)nc3ccccc23)cc1	-0.4	1.3	i	1400	1509	i	-0.22	18	12	0.4	-0.72	0.64	13%	1.3%	5	-0.9	0.05	10
CCOc1ccc(/C=N/NC(=O)c2nnn(-c3nonc3N)c2COc2ccc(F)cc2)cc1	0.51	nt	nt	1250	nt	nt	-0.23	nt	nt	nt	-0.052	0.14	33%	-1.1%	nt	-0.2	nt	nt
O=C(Nc1cccnc1)c1cc2nc(C3CC3)cc(C(F)(F)F)n2n1	-0.39	1.5	i	1140	1204	i	-0.24	3	5	1.7	-0.75	0.7	14%	-1.5%	-2	1.5	-1	9.0
CCCCCN(C(=O)NC(=O)Nc1ccc(C)cc1C)S(C)(=O)=O	-0.21	2.3	i	1031	1327	i	-0.3	14	-4	3.7	-1.2	1.1	1%	-1.1%	-2	0.5	-1.2	6.3
CCC(C(=O)NC1CCCC1)N(Cc1ccco1)C(=O)Cn1nnc(-c2ccc(C)cc2)n1 (stereo not drawn)	-0.15	1.5	i	nt	1124	i	-0.21	5	23	3.3	-0.77	0.32	-2%	0.2%	2	nt	0.55	6.0
CC1=CC(C)C2C(=O)N(c3ccccc3)C(=O)C2C1 (stereo not drawn)	0.75	1.4	i	1157	1240	i	0.07	-8	2	2.4	1.3	-0.56	2%	3.3%	-11	0.7	0.46	12
CC(=O)Nc1cccc(NC(=O)CSc2nnnn2Cc2ccccc2)c1	0.089	2.0	i	1348	1265	nt	-0.22	-5.4*	75*	1.9	-0.42	0.073	-14%	-1.6%	nt	0.5	0.37	4.1
O=C(Cc1ccccc1)Nc1cccc(N2C(=O)C=CC2=O)c1	-2.1*	2.8	i	1029	1429	i	2.3*	4	-2	1.7	-4.7*	0.31*	31%	6.8%	-6	-1.5	0.06	9.4
Fc1cccc(Cl)c1CSc1nnc(COc2cccc3cccnc23)o1	0.38	1.5	i	nt	875	i	-0.3	-8	5	1.0	0.52	0.39	1%	1.3%	2	nt	-0.46	5.8
Cc1cc(O)c(-c2cc(C(=O)NCCc3ccc(S(N)(=O)=O)cc3)[nH]n2)cc1C	0.18	nt	i	1347	1145	nt	-0.19	nt	nt	nt	-0.35	0.88	3%	-3.0%	nt	1.2	1.2	nt
NC(=O)CSc1nnc(-c2ccc3c(c2)OCO3)o1	0.63	2.9	i	986	1164	i	-0.32	5	8	4.1	0.23	-0.2	5%	-1.1%	1	1.0	-0.1	7.6
CCS(=O)(=O)N1CCC(C(=O)NCCN2CCN(Cc3ccccc3)CC2)CC1	-0.041	2.4	i	1407	1484	i	-0.24	8	4	4.0	-0.45	0.17	2%	-4.1%	3	0.5	-0.2	6.4
CCc1c(C)sc(NC(=O)CC#N)c1C#N	-0.099	1.1	i	1058	1250	i	-0.23	-11	-29	2.7	-0.2	1.3	0%	23%	1	0.5	0.71	30
Cc1ccc(C(c2sc3ncnn3c2O)N2CCC(C)CC2)cc1 (stereo not drawn)	-0.41	2.3	i	1128	1218	i	-0.2	-5	-2	4.1	-1.1	0.52	7%	-2.0%	-12	-4.1	0.57	6.9
CCOC(=O)C1=NN(C(C)=O)C2(CC(=O)N(c3cccc(C)c3)C2=O)C1 (stereo not drawn)	0.23	3.7	i	1103	1516	i	-0.24	12	-34	3.4	0.25	0.38	-7%	1.2%	2	-3.2	1.1	8.7
CCCc1nnc(NC(=O)OCC)s1	1.3	1.2	i	1159	1426	i	0.023	-3	5	1.3	1.8	-1.9	4%	-0.4%	4	0.1	1.1	1.8
CC(=O)c1c(C)[nH]c(C(=O)N2CCCCCC2)c1C	-0.52	1.4	i	1387	1494	i	0.19	2	15	4.0	-0.78	1.7	-2%	-3.0%	20	0.0	-0.1	3.6
CCc1ccc(C2C(C#N)=C(N)C(C#N)(C#N)C3=CCC(C(C)(C)C)CC32)cc1 (stereo not drawn)	-1	1.1	i	1209	nt	i	0.22	-16	49	1.2	-2	-0.56	-4%	23%	3	-3.0	?	6.5
CCN(CC)C(=O)CSc1nc2ccc(NC(=O)CSc3nnc(N)s3)cc2s1	-0.8	1.6	nt	nt	nt	i	-0.11	-4	-1	2.9	-0.46	-0.023	16%	3.2%	2	nt	nt	3.8
COc1ccc(S(=O)(=O)N2Cc3ccccc3CC2C(=O)N2CCOCC2)cc1 (stereo not drawn)	0.81	2.9	i	986	1202	i	-0.3	nt	nt	6.4	1.3	-1.4	-4%	2.6%	10	-4.0	-0.88	3.2
CC(=O)Nc1cccc(N=NN2CCOCC2)c1	-0.22	1.9	i	1141	1296	i	-0.29	2	-8	2.5	-0.16	0.35	-16%	-0.1%	2	-1.1	-0.25	6.3
CN(c1ccccc1C(=O)N1CCN(c2cccc(Cl)c2)CC1)S(C)(=O)=O	0.11	2.6	i	nt	1269	i	-0.16	-2	-11	5.2	0.19	0.33	-2%	1.2%	-4	nt	-0.14	1.7
O=C(NN1C(=O)C2C3C=CC([C@@H]2C1=O)C31CC1)c1ccccc1 (stereo partly drawn)	0.32	nt	i	1252	1079	nt	-0.22	nt	nt	nt	-0.11	-0.45	-3%	-0.7%	nt	-0.1	0.23	nt
COc1ccc(-c2nnn(CC(=O)N(Cc3ccc(F)cc3)C(C(=O)NC3CCCC3)c3ccc(F)cc3)n2)cc1 (stereo not drawn)	0.021	1.8	i	nt	nt	i	-0.28	nt	nt	1.6	-0.42	0.3	nt	nt	1	nt	nt	19
CC(C)(C)C(=O)NC1CCN(S(=O)(=O)c2cccc(C(F)(F)F)c2)CC1	0.35	1.4	i	1167	1274	i	-0.18	5	-15	5.4	-0.082	0.31	9%	4.0%	6	0.3	0.93	9.1
Cc1nc2c(C(=O)NCCc3ccccc3)c[nH]n2c(=O)c1Cl	-0.14	1.3	i	1385	1568	i	-0.22	1	12	2.0	-0.41	0.64	-4%	5.3%	-15	-1.7	0.32	6.6
CC(C)C(NC(=O)C1CCC(C(C)(C)C)CC1)C(=O)NCCCN1CCCCC1 (stereo not drawn)	-0.0084	1.7	i	1074	nt	i	-0.3	0	6	1.9	-0.087	0.23	-12%	1.0%	7	-1.6	nt	5.7
O=C1NC2CCc3nc4ccccc4c(=O)n3C2=Nc2ccccc21 (stereo not drawn)	1.2	1.6	i	1199	1391	i	-0.17	-13	-3	3.7	1.8	-1.4	-2%	1.9%	-5	-4.4	0.67	16
